CAL PDZ FP-1 – blocks peptide binding to the human CAL PDZ domain; AID 602252; inhibition, % at 24.9 µM; purified CAL PDZ, TMR-peptide fluorescence polarization, 1 h; actives 0.92% (n = 300,000); Q9HD26;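 active means mean inhibition of at least 30% with at least half of replicates also reaching 30%; inconclusive means no clear call, values can overlap the other calls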;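 further: 0% = DMSO neutral control and 100% = excess unlabeled competitor peptide PRC23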
PfHsp90 yeast 2 – growth inhibition of yeast expressing Plasmodium Hsp90; actives 0.32% (n = 310,000); S. cerevisiae expressing PfHsp90, BacTiter-Glo ATP, 48 h; yeast lacking PDR1 and PDR3 efflux regulators; inhibition, % at 9.4 µM;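 active means every replicate shows inhibition above about 80%, whatever the replicate mean, limit read from the data; inconclusive means mean inhibition reaches the set limit but some replicate falls short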;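 further: 0% = DMSO neutral controls and 100% = 20 µM radicicol positive controls; yeast relying on Plasmodium falciparum Hsp90 in place of its own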
PvdQ inh – P. aeruginosa PvdQ acylase inhibition; purified PvdQ acylase, fluorescence plate reader; inhibition, % at 10 µM; actives 0.063% (n = 340,000); AID 488965; in the data active means inhibition above about 30%, passing the limit was not always enough; inconclusive means no clear call, values can overlap the other calls;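 further: 0% = vehicle neutral wells and 100% = reference inhibitor wells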
CAL PDZ FP-2 – human CAL PDZ-peptide interaction inhibition; inhibition, % at 20 µM; actives 0.02% (n = 330,000); purified CAL PDZ, TMR-peptide fluorescence polarization, 1 h; Q9HD26; AID 504414;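 active means highest replicate inhibition of at least 40%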;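 further: plate controls were DMSO neutral control wells for no effect and unlabeled competitor peptide control wells for full effect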
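Material – purified CerCALP PDZ construct · Detection – FP readout, S and P plane fluorescence · Measure – percent inhibition from loss of millipolarization · Controls – unlabelled peptide for full inhibition, DMSO wells as neutral · Probe or stimulus – TMR-labelled reporter peptide T*-PRC34 bound in PDZ groove · Times – 1 h at RT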
Rtt109 HAT inh – C. albicans Rtt109 histone acetyltransferase inhibition; Q5AAJ8; actives 0.16% (n = 330,000); inhibition, % at 34.9 µM; purified Rtt109/Vps75, ThioGlo CoA-SH fluorescence, 4 h;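 active means inhibition of at least 50% in every replicate; inconclusive means best replicate reaches 50% inhibition but some replicates fall short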
Target sequence (Q5AAJ8 whole entry, looked up): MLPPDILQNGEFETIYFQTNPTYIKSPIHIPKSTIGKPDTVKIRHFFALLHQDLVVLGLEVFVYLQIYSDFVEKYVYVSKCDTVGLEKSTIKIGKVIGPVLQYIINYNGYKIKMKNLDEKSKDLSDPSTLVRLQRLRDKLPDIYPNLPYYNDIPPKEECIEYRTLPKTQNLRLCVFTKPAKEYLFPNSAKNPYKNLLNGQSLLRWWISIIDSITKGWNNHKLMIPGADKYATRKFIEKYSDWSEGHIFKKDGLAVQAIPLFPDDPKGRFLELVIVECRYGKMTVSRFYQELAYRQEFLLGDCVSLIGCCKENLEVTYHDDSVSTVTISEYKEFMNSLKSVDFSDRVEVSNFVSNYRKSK
dFosB act – activators of mouse delta FosB homodimer; P13346; purified delta FosB, TAMRA-CDK5 oligo fluorescence polarization; percent of positive-control signal above neutral wells; activation, % at 25 µM; actives 0.99% (n = 340,000); AID 493131;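 active means mean activation above about 17%, with every replicate also reaching it, limit read from the data, passing the limit was not always enough; inconclusive means only one of the two conditions met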;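 further: fluorescence polarization rise as delta FosB binds a TAMRA Cdk5 AP-1 oligo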
Target sequence (P13346 whole entry, looked up): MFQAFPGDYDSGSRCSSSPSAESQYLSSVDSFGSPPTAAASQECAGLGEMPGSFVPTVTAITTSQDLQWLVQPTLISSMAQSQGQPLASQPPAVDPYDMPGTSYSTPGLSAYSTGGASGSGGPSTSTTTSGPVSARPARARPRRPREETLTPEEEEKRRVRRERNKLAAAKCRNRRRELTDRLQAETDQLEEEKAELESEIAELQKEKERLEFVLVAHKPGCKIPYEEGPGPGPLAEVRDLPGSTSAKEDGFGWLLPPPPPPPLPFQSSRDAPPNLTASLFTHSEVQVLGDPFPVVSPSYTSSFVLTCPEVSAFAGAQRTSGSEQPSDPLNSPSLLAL
MITF act – increases MITF-driven TRPM1 promoter luciferase signal | SK-MEL-5 TRPM1-promoter luciferase, 24 h; % of positive control, neutral wells = 0 | activation, % at 12.5 µM | actives 0.75% (n = 300,000) | AID 588334;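 active means mean activation of at least 80% with every replicate also reaching 80%; inconclusive means mean reaches 80% but some replicate falls short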;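 further: 0% = neutral control wells and 100% = parthenolide positive control wells; values of inactives mirror those of a sister screen read the other way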
SR-BI DiI inh – inhibitors of mouse SR-BI mediated HDL lipid uptake | Q61009 | ldlA[mSR-BI] CHO cells, DiI-HDL uptake fluorescence, 3 h | inhibition, % at 12.5 µM | actives 0.96% (n = 320,000) | AID 488896;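 active means mean replicate inhibition of at least 70% and a set share of replicates each scoring 70 or more; inconclusive means meets just one of the two criteria; inactive means fails both criteria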;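 further: 0% = median of neutral control wells and 100% = median of positive control wells; values of inactives mirror those of a sister screen read the other way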
SR-BI DiI-HDL act – SR-BI HDL lipid transfer activation | CHO ldlA[mSR-BI] cells, DiI-HDL uptake fluorescence, 3 h; 100 = double the neutral-control signal | activation, % at 12.5 µM | actives 0.096% (n = 320,000) | AID 504775;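 active means mean replicate activation of at least 60% and every replicate at or above 60%; inconclusive means mean or all-replicate condition met, but not both; inactive means mean below 60% and not all replicates reaching 60%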;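 further: 0% = median plate neutral-control signal and 100% = twice that signal; values of inactives mirror those of a sister screen read the other way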
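Material: SR-BI-overexpressing, LDLR-lacking CHO cells | Dosing: Single compound concentration, delivered by pin transfer | Probe or stimulus: Labelled HDL, 10 µg/mL | Signal: Bottom-read cell fluorescence after medium removal, ex 550/em 595 nm | Schedule: 3 h, 37 °C | Evaluation: HDL uptake via cellular fluorescence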
NSD2 HMT inh – blocks human histone methyltransferase NSD2; O96028; NSD2 peptide methylation, AlphaScreen, 120 min; inhibition, % at 12.5 µM; actives 0.54% (n = 310,000); AID 743445; in the data active means inhibition above about 50%
An asterisk follows results filed as active; u = inconclusive; x = no result given. Not a hit list; about 4.3% have a hit in one of these screens.

SMILES | CAL PDZ FP-1 | PfHsp90 yeast 2 | PvdQ inh | CAL PDZ FP-2 | Rtt109 HAT inh | dFosB act | MITF act | SR-BI DiI inh | SR-BI DiI-HDL act | NSD2 HMT inh
O=C(NCCN1CCOCC1)/C(=C/c1ccccc1)NC(=O)c1ccccc1 | -2 | 12 | -10 | -1.6 | -7 | -7 | -8 | 2 | -2 | 1
CC1CN(Cc2nc3c(c(=O)n(C)c(=O)n3C)n2Cc2cccc(Cl)c2)CC(C)O1 (configuration not stated) | 0 | 8 | 3 | -0.5 | -8 | 3 | 9 | 1 | -1 | x
O=S(=O)(c1ccc2nc(-c3ccco3)c(-c3ccco3)nc2c1)N1CCOCC1 | 1 | 16 | -9 | -0.1 | 1 | -14 | 14 | 3 | -3 | 17
CCNC(=O)Nc1cc(OC)c(OC)cc1C(=O)O | -2 | -35 | 11 | -3.2 | 10 | -1 | -7 | -18 | 18 | -2
COC(=O)[C@]1(C)CCC[C@@]2(C)C3CC[C@@]4(C)C[C@]3(CCC21)CC(=O)N4 (some centres not stated) | 1 | x | 0 | -0.2 | -8 | -2 | -4 | -9 | 9 | x
CCS(=O)(=O)C1=NN2C(=N)/C(=C\c3ccc(OC(=O)c4ccco4)c(OC)c3)C(=O)N=C2S1 | -7 | -6 | 10 | -5.4 | u | -2 | -7 | -14 | 14 | 33
CC(=O)OCC(=O)NCCCOc1cccc(CN2CCCCC2)c1 | 0 | -1 | -11 | -0.4 | 0 | 3 | 16 | -9 | 9 | x
COc1ccc(-c2nnc(NC(=O)c3ccc([N+](=O)[O-])o3)o2)c(OC)c1 | 0 | -16 | 0 | -2.3 | 12 | -3 | -46 | 1 | -1 | 1
COc1ccc(Cn2cc([N+](=O)[O-])nc2C)cc1[N+](=O)[O-] | x | 6 | -1 | -1.1 | -8 | 7 | 2 | -10 | 10 | -2
COc1ccc(CCNC(=O)c2ccc3nc4cc(Cl)ccc4c(=O)n3c2)cc1OC | -3 | 10 | -13 | -2.7 | -7 | -6 | x | 31 | -31 | 4
COC(=O)C1=CNC=C(C(=O)OC)C1c1ccc(C(=O)OC)cc1 | -4 | 7 | -7 | 0.2 | -221 | -3 | x | -10 | 10 | x
COc1cccc(NC(=O)CN(C)C(=O)CSCc2nc3scc(-c4cccs4)c3c(=O)[nH]2)c1 | -5 | -13 | -16 | -2.8 | -8 | -2 | -7 | -35 | 35 | 4
CN1CCN(S(=O)(=O)c2cccc(C(=O)N(C)CC(=O)Nc3ccc(F)c(F)c3F)c2)CC1 | -4 | x | -12 | -2.5 | -3 | -4 | -11 | 8 | -8 | -1
CC(=O)Nc1ccc(S(=O)(=O)N2CCC(NC(=O)c3ccco3)CC2)cc1 | -2 | 66 | -12 | 0.2 | -14 | -5 | 8 | -8 | 8 | x
CCOc1ccccc1N(CC(=O)NCC1CCCO1)C(=O)CNS(=O)(=O)c1ccccc1 (configuration not stated) | 4 | -6 | 10 | -1.6 | 15 | -7 | 0 | -7 | 7 | -4
O=C(COC(=O)/C=C/c1ccco1)NCCc1ccccc1 | 3 | 7 | 4 | 0.1 | -3 | -6 | -7 | -20 | 20 | 0
CC1=C(C#N)C2C(/C1=N/O)C2(C)C (configuration not stated) | x | 2 | -16 | -2.2 | -9 | 0 | 3 | 42 | -42 | -1
CC(C)CN1C(=O)CC(Sc2ccccc2C(=O)O)C1=O (configuration not stated) | -2 | -21 | -4 | x | 7 | -10 | -8 | -36 | 36 | -3
CCCCn1c2ccccc2c2cc(CC(N)=O)ccc21 | x | -7 | 1 | 0.5 | 2 | 5 | -8 | 30 | -30 | -1
Cc1nn(C(=O)N(C)C)c(C)c1CN1C(=O)c2ccccc2C1=O | 0 | 11 | -18 | -1.1 | -1 | -4 | x | -5 | 5 | -2

Pulled by structure from the entries so far:
SMILES | CAL PDZ FP-1 | PfHsp90 yeast 2 | PvdQ inh | CAL PDZ FP-2 | Rtt109 HAT inh | dFosB act | MITF act | SR-BI DiI inh | SR-BI DiI-HDL act | NSD2 HMT inh
CC(=O)Nc1ccc(S(=O)(=O)N2CCC(NC(=O)c3ccco3)CC2)cc1 | -2 | 66 | -12 | 0.2 | -14 | -5 | 8 | -8 | 8 | x
CC1=C(C#N)C2C(/C1=N/O)C2(C)C (configuration not stated) | x | 2 | -16 | -2.2 | -9 | 0 | 3 | 42 | -42 | -1
Cc1nn(C(=O)N(C)C)c(C)c1CN1C(=O)c2ccccc2C1=O | 0 | 11 | -18 | -1.1 | -1 | -4 | x | -5 | 5 | -2
O=S(=O)(c1ccc2nc(-c3ccco3)c(-c3ccco3)nc2c1)N1CCOCC1 | 1 | 16 | -9 | -0.1 | 1 | -14 | 14 | 3 | -3 | 17
CCCCn1c2ccccc2c2cc(CC(N)=O)ccc21 | x | -7 | 1 | 0.5 | 2 | 5 | -8 | 30 | -30 | -1
CCS(=O)(=O)C1=NN2C(=N)/C(=C\c3ccc(OC(=O)c4ccco4)c(OC)c3)C(=O)N=C2S1 | -7 | -6 | 10 | -5.4 | u | -2 | -7 | -14 | 14 | 33

(listing goes on)
SMILES | CAL PDZ FP-1 | PfHsp90 yeast 2 | PvdQ inh | CAL PDZ FP-2 | Rtt109 HAT inh | dFosB act | MITF act | SR-BI DiI inh | SR-BI DiI-HDL act | NSD2 HMT inh
CSc1nsc(SC)c1NC(=O)OCC1CCCO1 (configuration not stated) | 0 | -24 | -10 | 0.3 | -8 | -4 | -2 | 11 | -11 | 2
Cc1ccc(NC(=S)NC2CCSc3ccccc32)cc1C (configuration not stated) | -2 | -36 | 7 | -0.3 | 14 | -5 | -12 | 13 | -13 | 0
Cc1cc(O)cc(=O)n1Cc1ccccc1 | 0 | 3 | -1 | -0.4 | -18 | -1 | x | -18 | 18 | -4
COC(=O)c1sc(SC)c(S(=O)(=O)C(C)C)c1N/N=C(\C#N)S(=O)(=O)c1ccccn1 | 0 | -2 | 25 | -0.4 | 3 | -9 | x | -19 | 19 | -1
COc1cccc(CNC(=O)c2cc(S(=O)(=O)N3CCCCC3)c[nH]2)c1 | x | 4 | -3 | -0.8 | -1 | -7 | x | -2 | 2 | x
COC(=O)[C@H](Cc1ccccc1)NC(=O)c1cc(COc2c(F)cccc2F)on1 | -6 | 1 | 5 | -0.3 | 10 | -10 | 46 | -5 | 5 | -5
CC(C(=O)c1ccc(Br)cc1)[n+]1cccc(NC(=O)c2ccccc2)c1 (configuration not stated) | 6 | 6 | -12 | -1.3 | 1 | -9 | 4 | 8 | -8 | 2
COc1ccc(NC(=O)CCCc2nc3ccccc3c(=O)[nH]2)cc1Cl | -3 | -17 | -6 | -1.0 | 2 | -2 | 0 | 8 | -8 | 1
COc1ccc(CN(C)C2c3ccccc3-c3ccccc32)cc1 | 5 | 4 | 21 | -0.1 | -2 | -3 | 8 | -11 | 11 | 1
Cc1ccc(S(=O)(=O)/C(C#N)=C/c2c(N3CCC(C(N)=O)CC3)nc3ccccn3c2=O)cc1 | -10 | -24 | 0 | -3.0 | -3 | -16 | 6 | -8 | 8 | 2
COc1ccc(C)cc1-n1nnnc1SC(C)C(=O)NC1CCCC1 (configuration not stated) | -2 | 15 | -5 | 0.1 | -13 | -9 | 2 | 18 | -18 | 0
COc1ccc(C/C(C)=N/NC(=S)Nc2ccccc2F)cc1 | -4 | 5 | -15 | -0.7 | -13 | -8 | 40 | 10 | -10 | 1
O=C(O)CNC(=O)CC1S/C(=N/N=C/c2ccccc2O)NC1=O (configuration not stated) | -2 | -8 | 0 | -1.4 | x | -2 | 11 | -11 | 11 | 0
Cc1ccccc1-c1cccc([C@@H]2C[C@H]3[C@H](CON3C)CN2Cc2ccccc2)c1 | -6 | -17 | -10 | -0.7 | -8 | -11 | 8 | x | x | x
O=C(CN1C(=O)NC2(CCCC2)C1=O)NNC(=O)c1ccc(Br)cc1 | 6 | -18 | 8 | 0.4 | -5 | 2 | 2 | -8 | 8 | 0
CC(C)C1CC(C(F)(F)F)n2nc(C(=O)O)cc2N1 (configuration not stated) | x | 32 | -16 | 0.6 | 7 | 2 | -7 | 2 | -2 | 5
CC(C)[C@H](NC(=O)c1ccc(Cl)c([N+](=O)[O-])c1)C(=O)NCc1ccc(F)cc1 | 0 | 22 | 8 | 0.3 | -2 | 5 | -10 | 4 | -4 | -4
C[C@H](CO)N1C[C@H](C)[C@@H](CN(C)C(=O)Nc2ccc3c(c2)OCO3)Oc2c(NS(=O)(=O)c3ccc(F)cc3)cccc2C1=O | 1 | x | -8 | 1.2 | 5 | 2 | -12 | 20 | -20 | x
Cc1ccc(S(=O)(=O)Nc2nc3ccccc3nc2NCc2ccco2)cc1C | -1 | -13 | 7 | -0.3 | 9 | -7 | -2 | -18 | 18 | -2
Cc1ccc(CNC(=O)CSc2c3c(nc4cc(Cl)ccc24)CCCC3)o1 | -13 | x | -11 | -1.0 | 0 | -24 | x | 60 | -60 | x
CC1(C)CC(=O)C=C(C(=O)NC2CCCc3c2cnn3-c2cc(F)cc(F)c2)O1 (configuration not stated) | x | -11 | 10 | 0.4 | 2 | -12 | 7 | 1 | -1 | 1
Fc1ccccc1N1CCN(Cc2cnc(Cl)s2)CC1 | x | -24 | -9 | -0.5 | -2 | -1 | -1 | -15 | 15 | 1
COc1ccc(-c2nc(CS(=O)CC(=O)NCc3ccc(Cl)cc3)c(C)o2)cc1 (configuration not stated) | 4 | 1 | 11 | 1.1 | -7 | 1 | -7 | 32 | -32 | x
CCOC(=O)C1CCCN(C2CC(=O)N(c3cccc(C(F)(F)F)c3)C2=O)C1 (configuration not stated) | -2 | 120* | -4 | -0.2 | -3 | 1 | -11 | -11 | 11 | 0
Cc1ccc(NCC(=O)Nc2c(C)n(C)n(-c3ccccc3)c2=O)cc1S(=O)(=O)N(C)C | -2 | 15 | 7 | -3.1 | 28 | -10 | -7 | x | x | -1
Cc1onc(-c2ccccc2Cl)c1C(=O)Nc1ccc(Cl)cn1 | x | 12 | -18 | -0.5 | 3 | -2 | 2 | 18 | -18 | -1

Screening results as filed in PubChem.
